Source: PubChem BioAssay
TDP1 cell CPT: qHTS for Inhibitors of human tyrosyl-DNA phosphodiesterase 1 (TDP1): qHTS in cells in presence of CPT; chicken DT40 Tdp1-/-;hTDP1 cells + 20 nM CPT, ATP luminescence, 48 h; Potency, µM (series often up to 46.2 µM), for the others: top-dose activity change, negative = growth inhibition, usual class: inhibitors; 420,000 compounds, 12% hits; AID 686979, 2013; further: nearly all actives have a fitted effect of over 55% in size
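Chicken DT40 Tdp1-/- cells stably complemented with human TDP1 were seeded at 400 cells/well in medium containing 20 nM camptothecin, exposed to pin-transferred compounds, and grown at 37 °C for at least 48 hr. Viability was read as ATP luminescence.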
KAT2A inh: qHTS Assay for Inhibitors of GCN5L2. Histone acetyltransferase KAT2A (Homo sapiens), Q92830. GCN5L2 HAT assay, ThioGlo1 CoA-SH fluorescence. Potency, µM (top dose mostly 58.9 µM), inactives show at the top dose activity change, negative = inhibition, usual class: inhibitors. 390,000 compounds, 0.21% hits. AID 504327, 2011
Target sequence (Q92830 whole entry, looked up): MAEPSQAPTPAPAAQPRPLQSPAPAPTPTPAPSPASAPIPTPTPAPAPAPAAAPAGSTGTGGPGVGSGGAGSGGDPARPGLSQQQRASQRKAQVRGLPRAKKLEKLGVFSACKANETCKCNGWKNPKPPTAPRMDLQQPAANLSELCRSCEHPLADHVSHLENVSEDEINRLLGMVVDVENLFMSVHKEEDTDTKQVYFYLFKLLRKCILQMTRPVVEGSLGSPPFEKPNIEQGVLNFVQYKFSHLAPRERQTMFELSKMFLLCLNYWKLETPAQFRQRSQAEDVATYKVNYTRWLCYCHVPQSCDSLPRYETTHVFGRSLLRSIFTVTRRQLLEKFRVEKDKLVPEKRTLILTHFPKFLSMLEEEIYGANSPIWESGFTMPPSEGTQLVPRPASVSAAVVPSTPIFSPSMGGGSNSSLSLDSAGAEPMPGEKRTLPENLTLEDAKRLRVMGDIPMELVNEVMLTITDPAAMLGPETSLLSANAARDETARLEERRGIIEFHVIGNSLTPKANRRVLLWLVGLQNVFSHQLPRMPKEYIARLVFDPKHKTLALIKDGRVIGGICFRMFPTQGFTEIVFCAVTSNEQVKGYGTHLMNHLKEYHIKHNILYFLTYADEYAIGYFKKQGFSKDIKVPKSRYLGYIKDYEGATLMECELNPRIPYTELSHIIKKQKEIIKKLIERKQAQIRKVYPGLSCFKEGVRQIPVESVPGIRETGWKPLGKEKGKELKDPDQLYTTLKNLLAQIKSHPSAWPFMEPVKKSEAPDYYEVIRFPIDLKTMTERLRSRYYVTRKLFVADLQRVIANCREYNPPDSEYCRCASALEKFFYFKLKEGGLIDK
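Preincubate 20nM GCN5L2 with compound 15 min, RT → add 50uM ThioGlo1 + 75uM H3(1-25) + 70uM acetyl-CoA → read fluorescence 0 and 20 min. Primary qHTS; fluorescent artifacts likely.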
TDP1 cell noCPT: qHTS for Inhibitors of human tyrosyl-DNA phosphodiesterase 1 (TDP1): qHTS in cells in absence of CPT | Potency, µM (titrated, usually from 46.2 µM), for the others: at the highest dose activity change, negative = growth inhibition, actives largely listed as inhibitors | DT40 Tdp1-/- hTDP1 cells, no CPT, ATP luminescence, 48 h | 420,000 compounds, 15% hits; further: nearly all actives have a fitted effect of over 55% in size
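Seeded 400 DT40-hTDP1 cells/well (vehicle DMSO, no 20 nM CPT); pinned compounds; ≥48 hr at 37 °C; CellTiter-Glo luminescence as viability measure.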
* hit, by the source's call; ? = inconclusive; · = no result given; [ ] = remark or other dose. The call rests on the fitted dose curve; in most records, active means well fitted curve in the direction sought with a large enough effect; inconclusive means small, poorly fitted or top-dose-only effect, or another doubt; inactive means no such curve, though single readings can be large; an effect the other way counts as inactive or inconclusive. On the % scale 0 is the no-effect control and ±100 the full control effect; potency means the concentration at half of the fitted maximal effect.

structure | KAT2A inh | TDP1 cell CPT | TDP1 cell noCPT
COc1ccc(-n2c(NNC(C)=O)nc3sc4c(c3c2=O)CCCC4)cc1 | 1% | 3.3µM* | 4.1µM*
Cc1cc(C)c[n+](CC(=O)c2ccccc2)c1 | -1% | ? | 17%
N#Cc1cc(Sc2ccccn2)c([N+](=O)[O-])cc1C#N | -15% | ? | -24%
CC(C)N=c1cc2n(-c3ccc(Cl)cc3)c3ccccc3nc-2cc1Nc1ccc(Cl)cc1 | -5%[21.4 µM] | 13µM* | 16µM*
COc1ccc(CC(=O)OCC(=O)N2N=C(c3ccccc3)CC2c2ccc(OC)cc2)cc1 (stereo unspecified) | -1% | ? | ?
CC(C)CNc1ncnc2c1ncn2[C@H]1CN(Cc2ccc(-c3ccccc3)cc2)C[C@@H](CO)O1 | · | 5.2µM* | 4.1µM*
Cc1cc(F)ccc1Nc1nc2ccc(Cl)cc2n2cnnc12 | 1% | 10% | -26%
CCN(CC)S(=O)(=O)c1ccc(C(=O)NC(C)(C)C)cc1 | -2% | -3% | 3%
CC(C)(C)OC(=O)NCc1ccc(NC(=O)c2nc[nH]c2C(=O)NCCN(CCNC(=O)c2[nH]cnc2C(=O)Nc2ccc(CNC(=O)OC(C)(C)C)cc2)CCNC(=O)c2[nH]cnc2C(=O)Nc2ccc(CNC(=O)OC(C)(C)C)cc2)cc1 | -6% | ? | -19%
Cc1ccc(C)c(NC(=O)c2sc(Cl)nc2-c2ccccc2)c1 | 1% | ? | ?
CN1/C(=C/C=C(C#N)C#N)C(C)(C)c2ccccc21 | -2% | -21% | 1%
Cc1cc(C)cc(-n2c(SCC(N)=O)nc3c(oc4ccccc43)c2=O)c1 | 0% | ? | 15µM*
CCOC(=O)c1c(-c2ccc(C)s2)csc1NC(=O)c1cccs1 | -11% | ? | -15%
COc1ccc(N2CCN(C(c3ccc(F)cc3)c3sc4nc(-c5ccco5)nn4c3O)CC2)cc1 (stereo unspecified) | -2% | 6% | ?
Cc1cccc(-n2ncc(C(=O)N3CCOCC3)c2C2CCN(C(=O)OC(C)(C)C)CC2)c1 | 16% | -11% | -7%
CC1(C)NC(=O)N(CCCOc2ccccc2Br)C1=O | 0% | -4% | ?
CCOC(=O)Cn1c(=O)n(Cc2ccc(OC)cc2)c(=O)c2cccnc21 | -20% | 20% | ?
O=c1c2c(nc3c(-c4cccc5ccccc45)c[nH]n13)CCC2 | -5% | 25µM* | ?
CC(=O)Nc1ccc(N2C(C(C)=O)=NN(c3ccccc3)C2c2cccs2)cc1 (stereo unspecified) | -20% | ? | ?
CC1=C[C@@H](C)[C@@H](c2ccc(C(F)(F)F)cc2)OC1=O | -1% | 1% | -6%
Cc1ccc(N(CC(=O)NCc2ccco2)C(=O)CNS(=O)(=O)c2ccc(F)cc2)c(C)c1 | -3% | -7% | -15%
Cc1cc2nc(-c3cccc(Cl)c3)c(CC3CCCCC3)n2c(C)c1Br | · | -27% | ?
O=C(Nc1nnc(-c2ccccc2)s1)c1ccccc1O | -5% | ? | ?
CC(=O)Nc1ccc(NC(=O)c2ccc(COc3ccccc3Br)o2)cc1 | 4% | -23% | 4%
Cc1cc(C)n(CC(=O)N/N=C/c2ccc([N+](=O)[O-])s2)n1 | -7% | 23µM* | ?
O=C(/C=C/[C@H]1O[C@@H](n2ccc(=O)[nH]c2=O)[C@H](O)[C@@H]1O)NCc1ccccc1 | · | -1% | 27%
COc1ccc(OC)c(CN2CCN(C(=O)c3ccc(S(=O)(=O)N4CCCCCC4)cc3)CC2)c1 | · | ? | 21µM*
COc1ccc(/C(O)=C2/C(=O)C(=O)N(CC3CCCO3)C2c2ccc(O)c(OC)c2)cc1 (stereo unspecified) | -10% | -4% | 1%
CCCCOc1ccccc1C1NC(=O)CCC1[N+](=O)[O-] (stereo unspecified) | -15% | 1% | -13%
Cc1c(C(=O)N(C)C)sc2nc(-c3ccccn3)[nH]c(=O)c12 | -6% | -22% | ?
CC(=O)NS(=O)(=O)c1ccc(NC(=O)/C=C/c2ccc(C)o2)cc1 | -5% | 16% | 5%
CC(=O)N1CCC(C(=O)N2CCN(S(=O)(=O)c3ccc(Cl)s3)CC2)CC1 | · | -29% | ?
O=C(CN1C(=O)NC2(CCCCC2)C1=O)Nc1cccc(S(=O)(=O)N2CCCC2)c1 | 1% | ? | -4%
Cc1ccc(S(=O)(=O)N2C[C@H]3n4c(=O)ccc(=O)n4C[C@H](OC(=O)NC4CCCC4)[C@@]3(O)C2)cc1 | · | ? | ?
NC(=O)c1nsc(C(=O)N(c2ccc3c(c2)OCCO3)C(C(=O)NCC2CCCO2)c2ccc(F)cc2)c1N (stereo unspecified) | -1% | 15µM* | 18µM*
Cc1ccc(C2N=C(Nc3nc4ccccc4o3)NC3=C2C(=O)CC(C)(C)C3)cc1 (stereo unspecified) | · | 7.1µM* | 4.5µM*
CCc1nc2ccc(C(=O)Nc3cccc(NS(C)(=O)=O)c3)cn2c1N(CC)CCOC | · | ? | ?
CC1=CC(C)(C)n2c(O)c(N=N)c3cc(C)cc1c32 | -11% | ? | 23µM*
CCOC(=O)c1ccc(N2C(=O)C(CC(N)=O)N(CCc3ccc(OC)c(OC)c3)C2=S)cc1 (stereo unspecified) | -7% | 17% | 10%
CCc1cccc(NC(=O)C2CCN(S(=O)(=O)c3ccc4c(c3)NC(=O)CO4)CC2)c1 | -17% | ? | ?
Cc1cc(C(=O)CSc2nnnn2C)c(C)n1-c1cccc(F)c1 | -6% | ? | 9.2µM*
CCn1c(=O)c2cc(C(=O)NCCc3ccc(OC)c(OC)c3)sc2c2ccccc21 | -1% | 8.2µM* | 7.3µM*
COc1ccc(CNC(=O)c2sccc2-c2ccccc2)cc1OC | -5% | ? | ?
COc1ccc(C2C(=O)N(CCc3ccccc3)CC(=O)N2C2CCCCC2)cc1 (stereo unspecified) | -2% | -1% | -26%
CN(C)S(=O)(=O)c1cccc(NC(=O)COC(=O)CCc2nc3ccccc3s2)c1 | -11% | 0% | -1%
CCCOc1ccc(C(=O)Nc2ccc3oc(-c4ccc5ccccc5c4)nc3c2)cc1 | -6% | 6% | -7%
CC1CC(C)CN(c2ccc(C(=O)OCC(=O)NC3CCCc4ccccc43)cc2[N+](=O)[O-])C1 (stereo unspecified) | -3% | -24% | ?
O=C(COc1ccc(CO)cc1)Nc1ccc(F)cc1 | -4% | 1% | -18%
O=c1cc(-c2ccccc2)nc2cc(-c3ccc(Br)cc3)[nH]n12 | 2% | ? | -50%
CC(=O)NC(=S)Nc1ccccc1F | -14% | 1% | -1%

By substructure, the compounds so far with two or more sulfur atoms.
structure | KAT2A inh | TDP1 cell CPT | TDP1 cell noCPT
CCOC(=O)c1c(-c2ccc(C)s2)csc1NC(=O)c1cccs1 | -11% | ? | -15%
CC(=O)N1CCC(C(=O)N2CCN(S(=O)(=O)c3ccc(Cl)s3)CC2)CC1 | · | -29% | ?
CN(C)S(=O)(=O)c1cccc(NC(=O)COC(=O)CCc2nc3ccccc3s2)c1 | -11% | 0% | -1%

Later entries:
structure | KAT2A inh | TDP1 cell CPT | TDP1 cell noCPT
Cc1cc(C(=O)NCc2nnc3n2CCN(Cc2ccc(F)cc2F)CC3)c(C)o1 | · | -25% | -9%
COc1cccc(Cn2c(=O)c3ccccc3n3nc(C)cc23)c1 | ? | ? | ?
O=C(CCc1nc(-c2ccccc2Cl)no1)NC1CCCCC1 | -4% | ? | 21µM*
O=C(c1ccc(S(=O)(=O)Nc2cccc(C(F)(F)F)c2)cc1)N1CCC1 | -4% | ? | ?
Cc1ccsc1C(=O)OCC(=O)N(C)C1CCCCC1 | -1% | ? | ?
CCN1C(=O)[C@H]2[C@@H](c3ccc(C)cc3)N3C(=O)N(c4cccc(Cl)c4)C(=O)[C@@]3(Cc3ccccc3)[C@H]2C1=O | -13% | ? | ?
Cc1cccc(N2CCN(C(=O)CN3CCOc4ccccc43)CC2C)c1 (stereo unspecified) | -7% | 23µM* | ?
Cc1cc(NC(=O)c2ccc(C)s2)n(-c2ccccc2)n1 | ? | -3% | 3%
COc1cccc(CN2CC(C(=O)NCc3ccc(Cl)s3)CCC2=O)c1 (stereo unspecified) | -5% | -3% | 17%
Cc1cc(C)c(OCCCCN2CCNCC2)c(C)c1 | 1% | ? | ?
O=C(NCCCN1CCCC1=O)c1ccc(NS(=O)(=O)c2ccccc2)cc1 | -5% | -8% | -15%
CC(C)(C)C(=O)Nc1c2c(nn1-c1ccccc1)CSC2 | -9% | ? | 23µM*
CCCCC(=O)N1C/C=C\[C@H](c2ccc(OC)cc2)N(Cc2ccc(F)cc2)C(=O)[C@@H]1C | · | ? | 16µM*
Cc1ccc(-c2cc(C(=O)NCCCN3CCOCC3)no2)cc1 | -9% | ? | -13%
O=C(c1cn(-c2ccccc2)nc1-c1cccs1)N1CCOCC1 | -10% | -12% | -15%
Cc1ccccc1NC(=O)NCC1CCN(C(=O)OC(C)(C)C)CC1 | 0% | -24% | -26%
O=C(O)CCCCCN1C(=O)c2ccc(C(=O)O)cc2C1=O | -1% | 8% | 3%
O=C(O)CC(NC(=O)CCC1CCCCC1)c1cc([N+](=O)[O-])ccc1Cl (stereo unspecified) | -1% | 5% | 4%
O=C1c2ccc(Br)cc2C(=O)N1c1ccc(Cl)cn1 | -3% | -6% | 3%
Cc1ccccc1C(=O)NNc1ccc(-c2csnn2)cc1 | -2% | 4% | -17%

Retrieved by compound from the entries so far:
structure | KAT2A inh | TDP1 cell CPT | TDP1 cell noCPT
O=C(NCCCN1CCCC1=O)c1ccc(NS(=O)(=O)c2ccccc2)cc1 | -5% | -8% | -15%
Cc1ccccc1C(=O)NNc1ccc(-c2csnn2)cc1 | -2% | 4% | -17%
O=C(O)CCCCCN1C(=O)c2ccc(C(=O)O)cc2C1=O | -1% | 8% | 3%
Cc1ccccc1NC(=O)NCC1CCN(C(=O)OC(C)(C)C)CC1 | 0% | -24% | -26%
CCCCC(=O)N1C/C=C\[C@H](c2ccc(OC)cc2)N(Cc2ccc(F)cc2)C(=O)[C@@H]1C | · | ? | 16µM*

Later entries:
structure | KAT2A inh | TDP1 cell CPT | TDP1 cell noCPT
CC1(c2ccc(Cl)cc2)NC(=O)N(CN2CCOCC2)C1=O (stereo unspecified) | -1% | 0% | -12%
CN1C2CCC1CC(NS(=O)(=O)c1cc(Cl)c(Cl)cc1Cl)C2 (stereo unspecified) | 1% | ? | ?
CCn1c(N2CCN(C(=O)Nc3ccc(F)cc3)CC2)nc2ccccc21 | ? | -1% | -10%
O=[N+]([O-])c1ncccc1OCc1ccc(Br)cc1F | 0% | 4% | -6%
COc1ccccc1Cc1c(-c2ccccc2)nc2cc(C)c(Br)c(C)n12 | · | ? | ?
COc1cc(/C=N/n2c(C3CCCCC3)n[nH]c2=S)cc(OC)c1O | -13% | 13% | -2%
CN(C)c1ncnc2c1ncn2[C@H]1CN(CCN2CCOCC2)C[C@@H](CO)O1 | · | 3% | -7%
O=C(CNC(=O)c1ccccc1F)c1ccccc1 | -5% | -22% | 17%
O=C(NCc1cccc(Cl)c1)c1cccc(C(F)(F)F)c1 | -10% | ? | -22%
COc1ccc(NC(=O)Cn2c(=O)oc3cc(S(=O)(=O)N4CCCCC4C)ccc32)cc1 (stereo unspecified) | -13% | 18µM* | 21µM*
C=CCn1c(SCc2cccc(C#N)c2)nnc1-c1ccccc1O | 3% | ? | -20%
CCC(=O)Nc1cccc(C(=O)/C=C/c2cc(Br)ccc2OC)c1 | -3% | 2.9µM* | 4.1µM*
O=C(CSc1ncn[nH]1)NC12CC3CC(CC(C3)C1)C2 | 1% | -10% | -17%
CC(C)CNS(=O)(=O)c1ccc(OCC(=O)Nc2ccc3c(c2)OCCO3)cc1 | -5% | -2% | ?
Cc1cc(C)n2c(NC3CCCCC3)c(-c3ccccn3)nc2n1 | · | ? | 23µM*
CN(Cc1ccccc1)C(=O)COC(=O)/C=C/c1ccc2c(c1)OCO2 | -5% | 5% | 6%
Cc1ccc(-c2nc3c(cnn3-c3ccccc3)c(=O)o2)cc1 | -7% | -22% | -14%
COc1cccc(C2CC(=O)N3CN(C4CCCCC4)CSC3=C2C#N)c1 (stereo unspecified) | ? | ? | ?
Cc1cc(C)n(-c2ccc(C(=O)OC(C)C)cc2)n1 | -3% | ? | -2%
O=C/C(=C\Nc1ccccn1)c1nc2cc(Cl)ccc2o1 | -12% | ? | ?
CCOc1ccc(S(=O)(=O)Nc2ccc(C(=O)N/N=C(\C)c3ccc(-n4ccnc4)cc3)cc2)cc1 | -5% | ? | ?
Cc1ccc(N(C(=O)c2ccncc2)C2C=CS(=O)(=O)C2)cc1 (stereo unspecified) | -5% | -2% | 0%
